Screens as filed in PubChem.
HCV inh: blocks hepatitis C virus; hit rate 3.4% among 340,000; AID 651820; Huh7.5.1 HCVcc-Cre infection, luciferase reporter, 44 h; Potency, µM (top dose mostly 41.8 µM), inactives show at the top dose activity change, negative = inhibition, usual class: inhibitors; also: potency is read from the fitted curve at half-maximal effect; % is scaled to controls: 0 for no effect and ±100 for the full control effect
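Luciferase read-out (15 sec integration) after a 15 min room-temperature substrate step quantifies HCVcc-Cre infection. Cells, 1,000 per well, had compound added 4 h post-plating, then virus at ~0.5 moi, and were cultured 44 h.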
Shiga inhibitor: inhibitors of Shiga toxin in Vero cells. hit rate 9.2% among 290,000. Vero cells, Shiga toxin protein synthesis inhibition reporter. inhibition, % at 38.7 µM; in the data active = inhibition mostly above about 28%, no sharp cut-off; inactive = mostly below about 43%; also: 0% is about no effect
FBPA Giardia inh: blocks Giardia fructose-bisphosphate aldolase activity; Potency, µM (highest dose often 59.6 µM), for inactives: top-dose activity, negative = inhibition, hits mostly inhibitors; purified Giardia FBPA; hit rate 0.71% among 290,000; A8B2U2; also: potency is read from the fitted curve at half-maximal effect; % is scaled to controls: 0 for no effect and ±100 for the full control effect; nearly all actives have a fitted effect of over 55% in size
Target sequence (A8B2U2 whole entry, looked up): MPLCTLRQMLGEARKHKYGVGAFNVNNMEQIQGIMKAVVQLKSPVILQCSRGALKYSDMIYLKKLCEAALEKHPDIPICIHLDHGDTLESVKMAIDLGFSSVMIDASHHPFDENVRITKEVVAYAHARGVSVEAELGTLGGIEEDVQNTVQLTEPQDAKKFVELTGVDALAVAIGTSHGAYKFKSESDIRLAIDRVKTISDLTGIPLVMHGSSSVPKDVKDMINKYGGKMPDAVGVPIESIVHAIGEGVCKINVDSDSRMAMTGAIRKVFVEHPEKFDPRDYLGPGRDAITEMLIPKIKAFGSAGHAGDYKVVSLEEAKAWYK
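Giardia FBPA (40 nM reagent) was preincubated 10 min at RT with compound (up to 57.5 uM final), then substrate plus GAPDH/TPI/NAD/arsenate coupling system with diaphorase/resazurin was added; resorufin fluorescence (525/598 nm) was read after 20 min.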
CHX counter: counter-screen hit for Shiga toxin inhibitors, cycloheximide | max response, % | hit rate 12% among 300,000 | cell reporter, cycloheximide protein synthesis inhibition counterscreen; in the data active = max response mostly above about 13%, no sharp cut-off; inactive = mostly below about 14%; also: read at 38.3 µM for the half of the compounds with a filed dose; 0% is about no effect
Pf growth 48h: P. falciparum growth inhibition at 48 hours (one generation); hit rate 5.9% among 310,000; P. falciparum luciferase growth in erythrocytes, 48 h; Potency, µM (top dose mostly 28.7 µM), for the others: at the highest dose activity change, negative = inhibition, actives largely listed as inhibitors; AID 504832; also: potency is read from the fitted curve at half-maximal effect; % is scaled to controls: 0 for no effect and ±100 for the full control effect
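Firefly luciferase activity from engineered P. falciparum reports growth; inhibitors lower the luminescent signal. Cultures contained 2% hematocrit erythrocytes at 0.1% final parasitemia.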
Pf growth 96h: inhibits malaria parasite growth, 96 h; P. falciparum luciferase reporter growth, 96 h; Potency, µM (highest dose often 28.7 µM), for the others: at the highest dose activity change, negative = inhibition, most hits filed as inhibitors; hit rate 6.9% among 320,000; AID 504834; also: potency is read from the fitted curve at half-maximal effect; % is scaled to controls: 0 for no effect and ±100 for the full control effect
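Luminescence readout: decreased luciferase signal marks inhibited growth of reporter-expressing P. falciparum in infected red cells (2% hematocrit, 0.05% parasitemia final), exposed to compound two generations (96 h, 37 C, 5% CO2).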
An asterisk follows results filed as active; ? = inconclusive; . = no result given; [ ] = dose if it differs, or a comment. Unless noted, calls follow the shape of the dose curve; as a rule, active = well fitted curve in the direction sought with a large enough effect; inconclusive = small, poorly fitted or top-dose-only effect, or another doubt; inactive = no such curve, though single readings can be large; an effect the other way counts as inactive or inconclusive.

SMILES | HCV inh | Shiga inhibitor | FBPA Giardia inh | CHX counter | Pf growth 48h | Pf growth 96h
COc1ccc(CN(CC(=O)NCc2ccco2)C(=O)CNS(=O)(=O)c2ccc(C)cc2)cc1 | 15.2% | 0.8 | 10.0% | -2.8 | 21.5% | -32.8%
COc1ccc(Cl)cc1N(C(=O)c1ccco1)C(C(=O)NC1CCCC1)c1ccco1 (stereo unspecified) | 7.6% | 18.4 | -7.8% | 1.6 | ? | 13.8%
CCOc1ccc(NC(=O)CN(C)CC(=O)Nc2cc(Cl)ccc2C#N)cc1OCC | -19.9% | -8.4 | -6.1% | -3.7 | . | -25.4%
Cc1nnc(NC(=O)c2ccc(F)c(S(=O)(=O)N3CCCCC3)c2)s1 | 40.0%[activator] | -4.6 | -4.2% | -1.7 | 2.4% | ?
COC(=O)C/C=C/[C@@H](C)[C@@H](/C=N/O[C@@H](C)c1cn([C@H](CO)Cc2ccccc2)nn1)NS(=O)(=O)c1ccc(C)cc1 | -9.7%[8.37 µM] | -5.4 | -6.6% | 5.0 | ? | 11.7µM*
COc1cc(C(=O)OCCCc2cc3ccccc3c(=O)o2)cc(OC)c1OC | 5.1% | . | . | . | 12.1% | ?
Cc1cc(C(=O)Nc2ccc(C)c(C)c2)n(-c2ccccc2)n1 | -0.7% | 0.7 | -3.4% | 1.0 | -7.6%[0.00184 µM] | 2.5%
CCn1cc(C(=O)NCCC(C)C)c(=O)c2cc(F)c(N3CCN(C(=O)c4ccco4)CC3)cc21 | -15.7% | -8.4 | . | -2.1 | ? | 2.33µM*
CCc1cccc(NC(=O)CC2Oc3ccccc3NC2=O)c1 (stereo unspecified) | -3.4% | -5.5 | -0.1% | -3.0 | 1.9% | 25.8%
O=C(N=Nc1c(O)n(Cc2ccccc2)c2ccccc12)c1cc2ccccc2cc1O | ? | 21.6 | ? | 16.1* | ? | -4.3%
CC(C)CN(C(=O)COC(=O)CNC(=O)c1ccccc1F)C1CCS(=O)(=O)C1 (stereo unspecified) | 3.6% | -1.9 | -1.7% | -1.4 | -8.8% | ?
Cn1c(C(=O)OCC(=O)NCC2CCCO2)cc2sccc21 (stereo unspecified) | -8.9% | 16.7 | 1.8% | -0.9 | 16.9% | ?
COc1ccc(NS(=O)(=O)c2ccc3oc4ccccc4c3c2)cn1 | ? | -29.2 | -0.5% | -2.4 | 8.9% | 11.6%
COc1cccc2c1cc1c(=O)n(CC(=O)NCCCN3CCCCC3)nc(C)n12 | -12.8% | 8.2 | . | 0.6 | 13.1% | ?
Cc1cc(C)nc(Nc2ccc(F)cc2)n1 | 10.3% | 63.7 | 0.5% | 10.1 | ? | 25.1%
Cc1ccsc1/C=N/NC(=O)Cn1cnc2ccccc21 | -1.5% | 13.1 | 3.3% | 6.4 | -10.9% | ?
COc1ccc(CSc2nnc3[nH]c(=O)cc(N)n23)cc1 | 19.8% | -23.6 | -3.8% | 2.6 | -25.5% | 20.4%
CCc1ccc(C(C)NC(=O)C2(C)CC2(Br)Br)cc1 (stereo unspecified) | -8.8% | 3.0 | 0.8% | 6.8 | -18.4% | .
Cc1ccccc1Cn1c(CN2CCN(c3ccc(F)cc3)CC2)nc2c1c(=O)n(C)c(=O)n2C | -13.7% | -4.0 | 0.3% | 1.0 | -10.1% | ?
Cc1ccc(-c2nn(-c3ccccc3)cc2NC(=O)c2ccccc2)cc1 | ? | 43.7* | -7.8% | 18.6* | -2.3% | -13.8%
Cc1cccc(CCN(Cc2cc3cccc(C)c3[nH]c2=O)C(=O)N2CCOCC2)c1 | 5.8% | -47.5 | 4.8% | -2.1 | ? | 16.6%
COC(=O)c1cc(C(O)(C(=O)OC)C(F)(F)F)c(/N=C/N(C)C)s1 (stereo unspecified) | -23.9% | -14.7 | 4.8% | -1.7 | . | -11.7%
CC1CN(C(=O)c2cccn(Cc3c(Cl)cccc3Cl)c2=O)CC(C)O1 (stereo unspecified) | 2.8% | -2.0 | 1.0% | -3.2 | -12.5% | 17.1%
COc1ccc(N(CCC(=O)Nc2ccccc2F)S(=O)(=O)c2ccc(C)cc2C)cc1 | ? | . | . | . | ? | ?

Record cards (already shown). Order of values: HCV inh	Shiga inhibitor	FBPA Giardia inh	CHX counter	Pf growth 48h	Pf growth 96h
Entry for `Cc1cccc(CCN(Cc2cc3cccc(C)c3[nH]c2=O)C(=O)N2CCOCC2)c1` = 5.8%	-47.5	4.8%	-2.1	?	16.6%
Entry for `CC1CN(C(=O)c2cccn(Cc3c(Cl)cccc3Cl)c2=O)CC(C)O1` (stereo unspecified) = 2.8%	-2.0	1.0%	-3.2	-12.5%	17.1%
Entry for `CCc1ccc(C(C)NC(=O)C2(C)CC2(Br)Br)cc1` (stereo unspecified) = -8.8%	3.0	0.8%	6.8	-18.4%	.
Entry for `Cc1ccc(-c2nn(-c3ccccc3)cc2NC(=O)c2ccccc2)cc1` = ?	43.7*	-7.8%	18.6*	-2.3%	-13.8%
Entry for `Cc1cc(C)nc(Nc2ccc(F)cc2)n1` = 10.3%	63.7	0.5%	10.1	?	25.1%

Other records
SMILES | HCV inh | Shiga inhibitor | FBPA Giardia inh | CHX counter | Pf growth 48h | Pf growth 96h
CCc1ccc(-n2c(Cc3ccccc3)n[nH]c2=S)cc1 | 4.7% | -10.8 | 3.2% | -0.6 | 30.2%[activator] | -8.1%
CCC(=O)N1CC2(C)CN(C(=O)CC)CC(C)(C1)C2 | 15.1% | 20.1 | 6.3% | -0.8 | . | -26.3%
CCOC(=O)c1cnc(SC)nc1Oc1cccc(NS(=O)(=O)c2ccc(Cl)cc2)c1 | -3.8% | -2.6 | -2.9% | -3.0 | -19.1% | ?
Cc1ccc(CS(=O)(=O)c2ncn[nH]2)cc1 | 16.4% | -4.9 | -16.8% | -1.4 | 7.0% | 21.7%
O=c1c2ccccc2ncn1-c1ccc([N+](=O)[O-])cc1Cl | 7.8% | -2.7 | 0.3% | -2.2 | 2.5% | ?
CC(C)(C)NC(=O)c1cccc(NC(=O)Cc2cccs2)c1 | ? | -1.8 | 2.3% | 2.5 | 10.3% | 30.1%[activator]
CC(CC(=O)NC1CCSC1=O)c1ccccc1 (stereo unspecified) | 9.8% | -7.4 | 1.5% | -5.4 | 18.0% | 16.2%
CC(C)c1ccc(/C=N/NC(=O)CC(=O)NCc2ccccc2)cc1 | -51.6% | 38.7 | 3.9% | 12.9 | ? | 40.8%[activator]
CCOC(=O)C1CCCN(C(=O)c2cc3c(=O)n(C)c4ccccc4c3n2C)C1 (stereo unspecified) | -3.0% | -12.3 | -20.5% | -7.8 | . | 8.28µM*
Cc1cc(=O)n2nc(N3CCC(C(=O)NC4CCCc5ccccc54)CC3)sc2n1 (stereo unspecified) | -5.3% | -17.0 | 6.3% | -5.8 | ? | 0.586µM*
O=C(c1cccc(F)c1)N1CCc2ccccc2C1 | 5.1% | 55.5* | -21.0% | 40.1* | 14.5% | 43.6%[activator]
CCOc1ccc(C(C)=O)cc1COC(=O)c1ccccc1C(=O)N(C)Cc1ccccc1 | ? | . | . | . | ? | ?
COc1ccc(Nc2nccc(NCCO)n2)cc1 | . | 71.8* | -0.3% | 41.2* | . | .
CCNc1nc2cccnc2s1 | 4.0% | 38.5 | 0.3% | 26.4* | 36.3%[activator] | 40.9%[activator]
CCc1ccccc1N1C(=O)c2cccc3c(N4CCOCC4)c([N+](=O)[O-])cc(c23)C1=O | ? | 10.1 | -0.5% | 3.9 | ? | ?
Cc1nc2c(C(=O)NCc3ccc4c(c3)OCO4)c[nH]n2c(=O)c1Cc1ccccc1F | 3.4% | -22.3 | . | -2.2 | 33.4%[activator] | 69.3%[activator]
Cc1ccc(CC2CC(=O)N(c3ncccn3)C2=O)cc1 (stereo unspecified) | 32.1%[activator] | -4.6 | 4.3% | -3.4 | 33.2%[activator] | 42.2%[activator]
Cc1ccc(S(=O)(=O)N2CC(=NN=C(N)N)C2)cc1 | 6.0% | -8.5 | 3.8% | -4.5 | 9.7% | ?
Fc1ccc(-c2csc(-c3ccc(C4SCCS4)cc3)n2)cc1F | ? | -3.4 | -3.4% | 8.6 | 101.1%[activator] | 96.5%[activator]
Oc1ccc(-c2nc3ccccn3c2NCc2ccco2)cc1 | ? | 36.9* | -18.1% | 35.2* | 30.2%[activator] | 61.1%[activator]
Cc1ccc(NS(=O)(=O)c2cccc(C(=O)NNC(=O)NC3CCCCC3)c2)c(C)c1 | -13.1% | 42.5 | -1.4% | 0.3 | -7.8% | ?
O=C(CCCN=C1NS(=O)(=O)c2ccccc21)Nc1ccc(Cl)cc1 | 1.2% | . | . | . | -10.4% | -12.4%
CCc1ccccc1NC(=S)Nn1cnnc1 | . | 16.1 | . | -2.4 | 17.3% | -21.5%
COc1ccc(C(=C2C(=O)Nc3ccccc32)c2ccc(OC)cc2)cc1 | . | -7.1 | -29.3% | 4.7 | . | .
CCN(Cc1ccccc1)S(=O)(=O)c1c(N)n(C)c(=O)n(C)c1=O | 13.4% | -11.0 | . | -0.8 | 25.8% | -10.1%
CN(C)CCCN(C(=O)c1ccc2c(c1)CCCC2)c1nc2c(F)cccc2s1 | 7.94µM* | 23.9* | ? | 16.7* | 9.28µM* | ?
CN(CCC#N)Cc1cc(=O)oc2ccc3ccccc3c12 | -29.8% | -4.8 | 0.5% | -4.3 | -13.2% | ?
COc1ccc(N2C(=O)N3[C@H](c4ccc(Cl)cc4)[C@@H]4C(=O)N(C5CCCCC5)C(=O)[C@@H]4[C@]3(Cc3ccc(Cl)cc3)C2=O)cc1 | 24.3% | 64.3* | -8.7% | 12.4* | -107.0% | 1.17µM*
COc1ccc(Nc2nc(N)nc(CN3CCN(c4ccc(F)cc4)CC3)n2)cc1 | ? | -5.9 | -1.0% | -2.0 | ? | 0.6%
N#Cc1nc(COc2ccc(Cl)cc2)oc1NCc1ccc2c(c1)OCO2 | 10µM* | -24.9 | -5.3% | 3.8 | . | 10.4µM*
Cc1cc(NC(=O)c2ccc(F)cc2F)n(-c2nc3ccccc3[nH]2)n1 | ? | 0.7 | -6.9% | 11.1 | 59.4%[activator] | 31.5%[activator]
COC(=O)c1ccccc1NC1OC(=O)c2ccccc21 (stereo unspecified) | 7.4% | 1.9 | -1.6% | -0.4 | 24.8% | ?
COc1cccc(C(=O)NCCCNC(=O)c2ccccn2)c1 | 15.4% | -1.6 | 0.2% | 5.6 | 9.1% | 4.65µM*
COC(=O)[C@@H]1CC[C@@](C)(c2ccc(OC)cc2)C1(C)C | 16.7% | . | . | . | ? | 87.2%[activator]
CN(C)/C=C1\C(=O)ON=C1c1ccccc1 | 18.2% | -16.5 | 8.2% | -3.0 | 2.4% | 2.7%
Cc1cc(OCC(=O)Nc2ccncc2)c(C)cc1Br | 0.9% | -4.0 | 5.0% | -0.6 | -12.8% | .
CC(C)n1c(=S)[nH]c2scc(-c3cccs3)c2c1=O | -7.5% | 3.4 | ? | 2.9 | 15.3% | 36.7%[activator]
Cc1onc(-c2ccc(Cl)cc2)c1-c1ccnn1S(=O)(=O)c1ccc(Cl)cc1 | ? | 30.5 | -3.8% | 9.7 | 1.04µM* | 1.17µM*
Clc1ccc(-c2noc(CSc3nnc(-c4ccncc4)n3-c3ccccc3)n2)cc1 | 3.98µM* | -16.6 | 3.1% | -2.6 | -22.4% | .
CCCCC(Sc1nc(N)c(NC(=O)c2ccc(OC)cc2)c(=O)[nH]1)C(=O)O (stereo unspecified) | 20.5% | 27.5 | 3.7% | 7.6 | 30.7%[activator] | 62.1%[activator]
CCOc1ccc2nc(N(CCCN(C)C)C(=O)c3ccc(C(=O)c4ccccc4)cc3)sc2c1 | -29.8% | -6.0 | . | -2.4 | 10.4µM* | ?
